# Assay outcomes from PubChem.
# V-ATPase pHluor – regulators of yeast V-ATPase proton pumping, primary screen, pHLuorin cytosolic pH fluorescence | S. cerevisiae | response, % at 10 µM | AID 504577, 2011 | actives 0.37% (n = 350,000); in the data active = response mostly above about 7.3%, no sharp cut-off; inactive = mostly below about 5.4%; note: actives read high; inactives centre near 0; some compounds called inactive have numbers as strong as hits
# Tat transport – E. coli Tat export inhibitors, primary screen, MC4100, TorA-mCherry reporter, fluorescence, single point. inhibition, % at 10 µM. actives 0.036% (n = 340,000). AID 488895, 2010;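 active = mean replicate inhibition at least 50% and at least half of replicates individually reaching 50%; inconclusive = only one of the two criteria met; inactive = neither criterion met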;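 note: exported cargo escapes ClpAP degradation while cytoplasmic cargo is degraded and loses fluorescence; 0% = median of neutral control wells and 100% = median of NaSCN control wells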
# Rtt109 HAT inh – inhibitors of C. albicans Rtt109/Vps75 HAT, primary screen, biochemical, ThioGlo CoA-SH fluorescence, plate reader; Histone acetyltransferase RTT109 (Candida albicans (strain SC5314 / ATCC MYA-2876)), …; inhibition, % at 34.9 µM; AID 540336, 2011; purified Rtt109/Vps75, 4 h; actives 0.16% (n = 330,000);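 active = inhibition of at least 50% in every replicate; inconclusive = best replicate reaches 50% inhibition but some replicates fall short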
# Target sequence (Q5AAJ8 whole entry, looked up): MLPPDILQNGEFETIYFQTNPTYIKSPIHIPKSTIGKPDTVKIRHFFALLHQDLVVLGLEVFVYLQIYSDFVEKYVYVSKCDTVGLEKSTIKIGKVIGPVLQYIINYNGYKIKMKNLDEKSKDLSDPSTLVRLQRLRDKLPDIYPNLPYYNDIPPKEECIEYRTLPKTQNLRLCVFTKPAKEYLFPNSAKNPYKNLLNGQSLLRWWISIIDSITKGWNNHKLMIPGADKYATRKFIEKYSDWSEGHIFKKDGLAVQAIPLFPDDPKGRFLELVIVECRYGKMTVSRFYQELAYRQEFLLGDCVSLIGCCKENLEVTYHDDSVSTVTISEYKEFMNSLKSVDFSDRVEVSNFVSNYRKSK
# CAL PDZ FP-1 – untagged CAL PDZ binding inhibitors, primary screen, biochemical, fluorescence polarization, HTS; purified CAL PDZ, TMR-peptide fluorescence polarization, 1 h; inhibition, % at 24.9 µM; actives 0.92% (n = 300,000); AID 602252, 2012;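 active = mean inhibition of at least 30% with at least half of replicates also reaching 30%; inconclusive = no clear call, values can overlap the other calls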;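 note: 0% = DMSO neutral control and 100% = excess unlabeled competitor peptide PRC23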
# Wnt bcat act – Wnt/beta-catenin pathway activators, primary screen, cell-based, plate reader, single point | Wnt/beta-catenin reporter cell assay, activator | activation, % at 9.35 µM | actives 1.2% (n = 300,000) | AID 743398, 2014; in the data active = activation above about 30%, passing the limit was not always enough; inconclusive = no clear call, values can overlap the other calls;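 note: 0% = neutral control wells and 100% = positive control wells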
# cardiac RTF act – cardiac RTF calcium sensitivity activators, primary screen, biochemical, IANBD-TnC fluorescence, EC20 calcium. activation, % at 7.2 µM. Troponin I, cardiac muscle (Homo sapiens) + Troponin T, cardiac muscle (Homo sapiens) + …. actives 0.24% (n = 340,000). AID 493008, 2010. IANBD-labeled TnC RTF fluorescence at EC20 calcium; 0% EC20 calcium, 100% full calcium;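 active = activation above the mean over all tested compounds plus 3 SD, cut at about 30% in these data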;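 note: rise in fluorescence read as greater calcium sensitivity of cardiac thin filaments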
# CDK5 inh – inhibitors of human CDK5/p35 kinase, primary screen, biochemical, single concentration; AID 488839, 2010; Cyclin-dependent kinase 5 (Homo sapiens) + Cyclin-dependent kinase 5 activator 1 (Homo …; actives 0.01% (n = 330,000); inhibition, % at 10 µM; Recombinant CDK5/p35, ADP-Glo luminescence, 60 min;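 active = highest replicate inhibition of at least 50% and at least 75% of replicates reaching 50%; inconclusive = only one of the two criteria met; inactive = both criteria failed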;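 note: plate controls were DMSO neutral control for no effect and GW8510 at 10 µM for full effect; many of its hits are not listed in these tables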
# Target sequence (Q00535 whole entry, looked up): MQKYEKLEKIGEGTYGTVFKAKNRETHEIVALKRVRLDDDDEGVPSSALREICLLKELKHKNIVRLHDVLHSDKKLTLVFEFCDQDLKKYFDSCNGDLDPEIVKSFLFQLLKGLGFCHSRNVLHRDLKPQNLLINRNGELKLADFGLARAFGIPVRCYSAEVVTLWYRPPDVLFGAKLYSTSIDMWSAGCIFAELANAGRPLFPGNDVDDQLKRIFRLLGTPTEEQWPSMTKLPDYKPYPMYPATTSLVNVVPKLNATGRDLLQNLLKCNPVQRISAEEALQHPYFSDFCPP
# Target sequence (Q15078 whole entry, looked up): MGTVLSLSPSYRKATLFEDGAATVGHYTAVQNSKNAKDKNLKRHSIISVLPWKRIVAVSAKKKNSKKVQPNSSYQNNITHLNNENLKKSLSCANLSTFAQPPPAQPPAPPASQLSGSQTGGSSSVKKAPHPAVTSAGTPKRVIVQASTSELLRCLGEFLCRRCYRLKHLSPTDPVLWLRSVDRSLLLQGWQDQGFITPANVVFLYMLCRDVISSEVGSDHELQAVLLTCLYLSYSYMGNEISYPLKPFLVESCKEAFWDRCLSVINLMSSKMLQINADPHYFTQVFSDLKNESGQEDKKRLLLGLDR
# MITF act – activators of MITF-driven TRPM1 promoter reporter, primary screen, cell-based, SK-MEL-5, luciferase, single point | SK-MEL-5 TRPM1-promoter luciferase, 24 h; % of positive control, neutral wells = 0 | activation, % at 12.5 µM | actives 0.75% (n = 300,000) | AID 588334, 2011;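 active = mean activation of at least 80% with every replicate also reaching 80%; inconclusive = mean reaches 80% but some replicate falls short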;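 note: 0% = neutral control wells and 100% = parthenolide positive control wells; values of inactives mirror those of a sister screen read the other way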
# dFosB act – activators of delta FosB homodimer, primary screen, biochemical, fluorescence polarization, TAMRA-CDK5 oligo, single point; Protein FosB (Mus musculus), P13346; activation, % at 25 µM; AID 493131, 2011; actives 0.99% (n = 340,000); purified delta FosB; percent of positive-control signal above neutral wells;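 active = mean activation above about 17%, with every replicate also reaching it, limit read from the data, passing the limit was not always enough; inconclusive = only one of the two conditions met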;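 note: fluorescence polarization rise as delta FosB binds a TAMRA Cdk5 AP-1 oligo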
# CAL PDZ FP-2 – CAL PDZ peptide-binding inhibitors, primary screen, biochemical, fluorescence polarization, Cer-tagged CAL PDZ, HTS | Golgi-associated PDZ and coiled-coil motif-containing protein (Homo sapiens), Q9HD26 | purified CAL PDZ, TMR-peptide fluorescence polarization, 1 h | inhibition, % at 20 µM | actives 0.02% (n = 330,000) | AID 504414, 2011;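 active = highest replicate inhibition of at least 40%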;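 note: plate controls were DMSO neutral control wells for no effect and unlabeled competitor peptide control wells for full effect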
#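 Test system: tagged CAL PDZ domain / Buffer or medium: sodium phosphate/NaCl buffer pH 7.4 with TCEP, IgG, Thesit / Reagent: TMR-labelled reporter peptide T*-PRC34 bound in PDZ groove / Compound dosing: single point, 20 µM / Schedule: 1 h incubation at room temperature before polarization reading / Technique: fluorescence polarization (mP) / Benchmarks: unlabelled peptide, DMSO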
# * hit, by the source's call; ? = inconclusive; nt = not tested or not shown; & = joins results of further samples.
V-ATPase pHluor,Tat transport,Rtt109 HAT inh,CAL PDZ FP-1,Wnt bcat act,cardiac RTF act,CDK5 inh,MITF act,dFosB act,CAL PDZ FP-2,smiles
-2,12,3,-4,-1,4,-4.1,-3,-8,0.9,COC(=O)CSc1nnc(-c2ccoc2C)n1-c1ccc(OC)cc1
1,-2,8,-7,?,0,0.6,42,-11,-0.1,Cc1ccccc1OCC(=O)Nc1ccc2c(c1)C(=O)c1ccccc1C2=O
0,-2,-9,-2,nt,-4,-0.2,9,-2,0.4,CCN(CC)C(=O)CSc1nc2ccccc2c(=O)n1CC
0,2,-1,-2,-5,-2,-0.4,-7,-17,-0.1,CCOc1ccc(NC(=O)Cc2ccc(S(=O)(=O)N3CCCCC3)cc2)cc1OCC
1,-3,-11,-1,-1,-5,1.0,-3,-5,-2.6,CN(C)CCNc1c2c(nc3nnnn13)CCCC2
-2,4,-9,-5,-1,6,-1.1,-65,-5,-0.4,O=c1cc(CSc2ccc(Cl)cc2)nc(-c2ccccn2)[nH]1
2,-3,17,nt,-1,2,0.4,11,-10,-0.8,Cc1ccc(NC(=O)CC2NCCNC2=O)cc1Cl (stereo unspecified)
-1,-5,-3,-4,nt,-6,-0.5,38,-9,0.8,COc1ccc(C(=O)/C=C/Nc2ccc([N+](=O)[O-])cc2)cc1
0,6,5,-3,nt,5,1.0,-8,10,-1.1,CC1(c2cccs2)CC(c2cccs2)=C(C#N)C(=O)N1 (stereo unspecified)
-13,4,-9,0,3,-3,0.8,nt,29*,0.5,O=C(N/N=C/c1ccc(F)cc1)c1cc(-c2ccc3c(c2)OCO3)n[nH]1
-2,0,-6,2,1,-3,0.3,7,6,0.8,Cc1c(Cl)cccc1NC(=O)CCC(=O)NNC(=O)CCC(=O)O
7,-14,6,7,-2,6,-0.7,5,7,-0.6,CN(C)C(=O)CSC1c2ccccc2C(=O)N1c1ccccc1 (stereo unspecified)
-1,-1,4,-2,-1,0,0.9,9,-7,-3.0,CCCc1cc(-c2n[nH]c(=S)n2CC(C)C)cs1
-1,-5,3,nt,-3,-1,0.1,nt,-2,0.5,O=C(CCC(=O)N1CCOc2ccccc21)N1CCOCC1
0,-1,4,-4,1,7,-0.3,9,-4,0.0,CC(=O)Nc1cc(C)ns1
-5,3,-6,7,2,2,0.9,0,-2,-0.1,S=C(Nc1ccc(Cl)c(Cl)c1)N1CCCC1
7,-5,0,8,15,1,1.2,47,-9,-2.5,CSCC(=O)N1CCc2ccc(NC(=O)c3ccccc3Cl)cc2C1
-1,9,0,nt,1,7,0.5,0,-5,0.7,CCOc1ccc(Cn2nnc(C(=O)NCc3ccccc3)c2N)cc1
2,5,4,3,-3,6,-1.0,-1,2,0.8,COC(=O)Nc1sc2c(c1C(N)=O)CCCCCC2
1,0,22,3,-1,-3,0.2,1,-3,-0.2,CC(=O)c1ccc(Nc2cnn(C34CC5CC(CC(CC(=O)O)(C5)C3)C4)c(=O)c2Cl)cc1
-4,-8,0,6,3,-1,-0.3,-15,-3,-0.6,CCN(CC)C(=O)Nc1ccc(Br)cc1
4,11,0,-3,0,-6,-0.2,-3,-6,-0.6,O=C(CC(=O)Nc1ccccc1F)Nc1ccccc1F
2&-5,1,-13,-2,-2&-5,8,1.0,9,8,-0.9,COc1ccc(-c2cc(C(=O)Nc3cc(OC)cc(C(=O)Nc4cccc(C(F)(F)F)c4)c3)[nH]n2)cc1
4,5,-3,-3,nt,-17,0.2,5,-7,-0.2,O=C(CNc1ccc2c(c1)OCO2)N/N=C\c1cn(Cc2ccccc2)c2ccccc12
-2,-3,-2,-7,-1,-1,0.1,-11,7,-0.2,Cc1nc(SCC(=O)c2ccc(F)c(F)c2)[nH]c(=O)c1Oc1ccc(Cl)cc1
0,4,-3,69*,-4,-3,1.3,-7,1,0.3,CC(C)NC(=O)NS(=O)(=O)c1cnccc1NC1CC2CCC1C2 (stereo unspecified)
3,3,-22,3,-2,5,-0.3,6,-2,-0.7,CCOc1cc2[nH]c(=S)n(CCOC)c(=O)c2cc1OCC
-4,1,1,-1,0,0,0.5,-2,-4,0.3,O=[N+]([O-])c1ccc(Cl)c(S(=O)(=O)NC2=NCCC2)c1
-1,2,8,-1,0,3,0.1,-5,-1,-0.4,COc1ccc(CNCC(O)(c2ccccc2)c2ccccc2)cc1OC
0,?,-4,-2,0,6,1.5,-8,5,-1.0,COCCN(C(=S)Nc1c(C)cc(C)cc1C)C(C)c1cccnc1 (stereo unspecified)
-2,-4,1,nt,nt,-6,-0.4,-6,-3,-0.7,O=c1c2ccccc2[nH]c(=S)n1CCCN1CCOCC1
-2,-1,-7,7,6,3,-0.3,26,6,-0.5,Brc1ccc2nc(N3CCN(c4ccccc4)CC3)sc2c1
-4,-2,5,-7,0,-3,nt,0,-3,-1.1,Cc1ccc(C)c(NC(=O)c2sc(Cl)nc2C)c1
0,11,-6,-3,-7,8,0.0,nt,-7,-2.2,Cc1cc(C)c2ccc(C(=O)O)nc2c1O
3,-1,1,-2,-2,14,-1.5,11,2,-2.5,COc1ccc(-c2nnnn2C)cc1S(=O)(=O)NCc1ccccc1
0,11,-3,nt,2,4,-3.7,3,-23,-1.6,CC(C)OCCCNC(=O)c1cc2c(=O)n(C)c3ccccc3c2n1C
3,2,9,2,-1,-6,-0.7,5,-3,0.3,COC(=O)Cc1csc(NCc2ccccc2)n1
-1,1,-2,-1,-4,-4,1.9,13,1,-2.6,Cc1[nH]nc2c1/C(=N\O)CCC2
-1,5,13,-3,1,-3,-2.1,5,-6,1.8,CCOc1ccc(C(=O)COC(=O)c2nc3nccc(C)n3n2)cc1
-4,2,-4,-2,43*,-3,-0.9,129*,-11,-1.3,COc1ccc(C(=O)NN/C(=N/S(=O)(=O)c2ccc(C)cc2)c2ccccc2)cc1
4,-4,-1,-2,-2,-4,-3.7,nt,-15,-1.1,CC(C)Cc1ccc(C(=O)Nc2ccc(Cc3ccncc3)cc2)o1
2,3,10,-5,-1,-6,-0.7,2,9,-2.7,CC(=O)Nc1ccccc1NC(=O)C/C(C)=N/NC(=O)C(=O)N1CCCCC1
0,-3,-3,-3,0,6,1.6,1,-8,-1.0,O=C(NC1CCCCC1)N1CCCC(CNS(=O)(=O)Cc2ccccc2)C1 (stereo unspecified)
2,8,-8,-3,0,2,-0.4,nt,13,-1.2,O=C(Nc1ccc(-c2cn3ccccc3n2)cc1)c1ccc(Cl)cc1
-1,2,-12,-3,-5,4,4.5,4,-15,-0.7,CC1CCN(C2=NC(=O)/C(=C/c3ccccc3F)S2)CC1
6,-10,0,nt,2,3,-1.8,9,-6,-0.5,CCCc1nc(SCC(=O)c2ccc3c(c2)NC(=O)CO3)[nH]c(=O)c1CC
-5,6,0,-3,nt,-2,0.1,-1,-5,-0.3,COc1ccccc1NC(=O)N1CCC(C(=O)c2ccc(F)cc2)CC1
-1,2,-5,0,1,-2,-0.6,0,1,-0.6,O=C(COC(=O)Cc1ccccc1[N+](=O)[O-])NCC1CCCCC1
-1,-6,1,-3,-1,-10,0.4,nt,0,0.6,Cn1c(=O)[nH]c(=O)c2c1nc(NCc1ccccc1)n2Cc1ccc(F)cc1
-2,-1,-9,nt,-3,-1,1.5,1,-6,-0.2,CN(CCCC(=O)Nc1ccc(Br)cc1F)S(=O)(=O)c1ccccc1
-3,1,-2,-6,9,1,-1.0,53,2,-1.2,NC(=O)c1cc([N+](=O)[O-])ccc1NCC1CCCCC1
-4,-6,10,-2,nt,-3,-1.4,nt,6,0.5,CCC(=O)N(CCC1(C(C)C)CCOC(C)(C)C1)Cc1ccco1 (stereo unspecified)
0,-5,-15,-6,4,-3,0.0,14,-4,-2.6,O=C(CN1C(=O)C2C3CCC(C3)C2C1=O)OCC(=O)c1ccc(Br)cc1 (stereo unspecified)
1,-10,-10,-1,-6,-2,0.1,-3,-8,-2.8,Cc1cc(NC(=O)c2cc(-c3cccc(OCC(C)C)c3)nc3ccccc23)no1
1,2,-8,-1,-3,-2,0.1,2,5,-0.2,CCN(C(=O)COC(=O)CC1CCCCC1)c1c(N)n(Cc2ccccc2)c(=O)[nH]c1=O
-2,-1,-1,-2,-1,3,0.9,12,-5,0.4,CN(C)CC(C)(C)CNC(=O)C1CCN(CCCc2ccccc2)CC1
-3,-4,3,nt,0,1,1.1,-12,6,-0.5,COc1ccc(S(=O)(=O)N2CCCCCC2)cc1NC(=O)CCCOc1ccccc1
-5,-2,8,-8,-4,-8,-0.2,5,-6,-0.5,CCc1ccccc1N1C(=O)CN(Cc2cc(OC)c(OC)c(OC)c2)C1=S
5,-3,-2,1,-1,2,-3.4,13,-5,-3.1,COc1ccc(CNC(=O)C(C)N2CCN(S(=O)(=O)c3ccccc3F)CC2)cc1 (stereo unspecified)
4,5,-2,1,nt,13,-5.6,nt,4,nt,COC(=O)c1ccc(NC(=O)CN2C(=O)CCC2=O)cc1

# (continued)
V-ATPase pHluor,Tat transport,Rtt109 HAT inh,CAL PDZ FP-1,Wnt bcat act,cardiac RTF act,CDK5 inh,MITF act,dFosB act,CAL PDZ FP-2,smiles
4,-9,-6,-6,1,-5,-0.7,nt,-1,-0.1,Cc1cc(C)cc(OCC(=O)NN2Cc3ccccc3C2=N)c1
1,-1,-4,-5,-1,-1,0.0,-11,0,1.8,O=[N+]([O-])c1ccccc1S(=O)(=O)N1CCN(C2CCCC2)CC1
-1,4,0,-4,nt,-6,-2.1,3,-4,nt,CCCn1cc(SCC(=O)NCc2ccco2)c2ccccc21
-2,-9,6,-1,-3,-2,-1.5,nt,-11,-3.3,COc1ccc(C)cc1N(C(=O)c1snc(C(N)=O)c1N)C(C(=O)NC1CCCC1)c1ccc(F)cc1 (stereo unspecified)
2,8,12,1,0,4,-1.5,21,-7,0.6,COc1ccc(NC(=O)c2cccs2)cn1
1,5,nt,-1,nt,0,0.3,4,1,-2.6,C=CCn1c(SCC(=O)NCc2ccco2)nc2sc(C)c(C)c2c1=O
2,-3,-3,nt,nt,-2,2.2,4,-1,-0.5,CCN(CC)c1ccc(/C=N/Nc2nc(C)cc(=O)[nH]2)cc1
0,8,nt,-5,-14,-2,0.6,nt,-6,-3.1,O=C(COc1ccc(-c2ccccc2)cc1)N/N=C/c1ccccc1Br
